High-throughput results from PubChem.
Rac1 mut GTP: modulators of GTP binding to human Rac1 activated mutant. AID 764. GST-Rac1 activated beads, fluorescent GTP binding, flow cytometry; actives lie on both sides; 100% means binding = to untreated wells. actives 0.11% (n = 190,000). percent activity (GTP binding), % at 10 µM;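 active = GTP binding at least 20 percentage points away from the 100% baseline, in either direction, so actives lie on both sides; inconclusive = Compound likely fluorescent itself, or too few beads counted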
Rab2 wt GTP: changes GTP binding to wildtype dog Rab2A, up or down. P61105. GST-Rab2 wt beads, Bodipy-GTP binding, flow cytometry. GTP binding activity, % at 10 µM. actives 0.19% (n = 190,000);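 active = GTP binding activity at least 20 points away from 100%, either lowered or raised; inconclusive = signal likely due to the compound's own green fluorescence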;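 note: 0% = beads with excess unlabeled GTP and 100% = no-compound control corrected for plate trend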
Rab7 wt GTP bind: dog Rab7 wildtype GTP binding, inhibitors and activators | GST-Rab7 beads, fluorescent GTP binding, flow cytometry; actives lie on both sides; untreated = 100%, excess cold GTP = 0% | GTP binding activity (percent of control), % at 10 µM | actives 0.055% (n = 190,000);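 active = fluorescent GTP binding to Rab7 beads changed by at least 20 points from the 100% baseline, either direction, mostly lower; inconclusive = compound itself probably fluorescent, or too few beads counted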;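 note: median green fluorescence of bound Bodipy-FL-GTP per Rab7 bead population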
Bcl-2 Bim block: disrupts Bim peptide binding to human Bcl-2; Bead-based flow cytometry, Bim peptide-Bcl-2 binding; inhibition, % at 10 µM; actives 0.06% (n = 190,000); AID 950; P10415; in the data active = inhibition above about 40%; inconclusive = no clear call, values can overlap the other calls;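 note: 0% = no compound wells with probe peptide and 100% = reference peptide inhibitor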
Target sequence (P10415 whole entry, looked up): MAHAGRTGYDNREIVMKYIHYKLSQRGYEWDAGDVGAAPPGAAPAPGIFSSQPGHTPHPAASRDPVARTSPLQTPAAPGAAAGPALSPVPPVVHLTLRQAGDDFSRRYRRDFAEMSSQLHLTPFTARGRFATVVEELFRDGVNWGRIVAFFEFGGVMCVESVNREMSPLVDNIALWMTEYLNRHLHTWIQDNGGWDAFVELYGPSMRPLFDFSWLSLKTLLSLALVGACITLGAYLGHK
HRas wt GTP: human HRas wildtype GTP binding, change in either direction; GST-Ras wt beads, Bodipy-FL-GTP binding, flow cytometry; actives lie on both sides; GTP binding activity, % at 10 µM; actives 0.14% (n = 190,000); AID 759;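 active = GTP binding activity at least 20% away from the 100% baseline, either lowered as inhibitor or raised as activator; inconclusive = flagged as likely green fluorescent, judged across all proteins in the well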;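 note: 0% = unlabeled GTP competition control and 100% = no-compound control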
Target sequence (P01112 whole entry, looked up): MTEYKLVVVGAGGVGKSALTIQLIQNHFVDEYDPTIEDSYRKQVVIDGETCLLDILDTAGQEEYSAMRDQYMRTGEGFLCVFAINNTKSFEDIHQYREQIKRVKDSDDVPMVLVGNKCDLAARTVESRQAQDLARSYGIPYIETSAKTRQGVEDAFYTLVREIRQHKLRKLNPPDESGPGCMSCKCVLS
Bim-Bfl-1: human Bim-Bfl-1 interaction inhibition. inhibition, % at 10 µM. Bead-based flow cytometry, Bim-Bfl-1 binding inhibition. AID 1008. Q16548. actives 0.12% (n = 190,000);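 note: 0% = wells without compound plus tracer and 100% = blocker peptide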
Bcl-XL Bim block: disrupts Bim peptide binding to human Bcl-XL; Q07817; bead flow cytometry, fluorescence; inhibition, % at 10 µM; actives 0.04% (n = 190,000); AID 1007
Target sequence (Q07817 whole entry, looked up): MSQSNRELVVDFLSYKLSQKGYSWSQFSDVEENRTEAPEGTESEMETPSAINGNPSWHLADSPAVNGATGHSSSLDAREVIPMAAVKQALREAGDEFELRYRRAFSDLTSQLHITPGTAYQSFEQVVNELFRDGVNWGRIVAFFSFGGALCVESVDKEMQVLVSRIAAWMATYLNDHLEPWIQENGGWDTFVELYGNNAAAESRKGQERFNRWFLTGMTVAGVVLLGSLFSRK
Rac1 wt modul: modulators of human Rac1 wildtype GTP binding | P63000 | GTP binding activity (% of control), % at 10 µM | actives 0.27% (n = 190,000) | AID 757 | GST-Rac1 beads, fluorescent GTP binding, flow cytometry; actives lie on both sides; 0 = cold GTP competed, 100 = untreated;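 active = GTP binding activity at least 20 points away from the 100% control level, either lower or higher; inconclusive = compound flagged as likely green fluorescent, judged across all proteins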
Cdc42 wt GTP: modulators (inhibitors or activators) of GTP binding to human Cdc42 wildtype. P60953. AID 761. GST-Cdc42 beads, Bodipy-GTP binding, flow cytometry; actives lie on both sides. actives 0.2% (n = 190,000). percent activity (GTP binding), % at 10 µM;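 active = percent activity GTP binding at least 20 points away from the 100% baseline, either down as inhibitor or up as activator; inconclusive = compound flagged as likely green fluorescent from well-wide comparison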;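 note: median bead fluorescence of bound Bodipy-FL-GTP at 100 nM; 0% = excess unlabeled GTP control and 100% = no compound control; below 100% means less GTP binding so inhibitor and above means activator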
Target sequence (P60953 whole entry, looked up): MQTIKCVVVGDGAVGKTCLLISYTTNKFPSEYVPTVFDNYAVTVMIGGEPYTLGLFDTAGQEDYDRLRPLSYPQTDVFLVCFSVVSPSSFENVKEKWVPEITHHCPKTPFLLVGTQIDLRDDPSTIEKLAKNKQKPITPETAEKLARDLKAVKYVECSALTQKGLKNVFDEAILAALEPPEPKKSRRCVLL
Bcl-B Bim block: human Bim-Bcl-B interaction inhibition | bead-based flow cytometry, Bim peptide-Bcl-B binding | inhibition, % at 10 µM | actives 0.073% (n = 190,000) | AID 951;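 note: 0% = tracer peptide without compound and 100% = reference inhibitor peptide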
Target sequence (Q9HD36 whole entry, looked up): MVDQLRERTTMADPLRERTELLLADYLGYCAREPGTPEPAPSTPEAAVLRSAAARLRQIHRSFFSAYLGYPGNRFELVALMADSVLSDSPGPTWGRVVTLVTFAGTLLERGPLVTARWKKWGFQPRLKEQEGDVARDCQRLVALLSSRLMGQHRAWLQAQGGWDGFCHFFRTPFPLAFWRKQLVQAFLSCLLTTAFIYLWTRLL
Bcl-W Bim block: human Bim-Bcl-W interaction inhibition; Q92843; bead-based flow cytometry, Bim peptide-Bcl-W binding; inhibition, % at 10 µM; actives 0.02% (n = 190,000);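 note: 0% = bound tracer without compound and 100% = peptide blocker; higher means less fluorescent Bim peptide bound to Bcl-W beads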
Numbers without * were called inactive; ? = inconclusive. Cut-off read from the data, not from the text of the source, unless noted: active = inhibition above about 40%. Rows are unselected; any-hit rate near 0.62%.

Start of the listing, in advance, two compounds:
Values run as follows: Rac1 mut GTP | Rab2 wt GTP | Rab7 wt GTP bind | Bcl-2 Bim block | HRas wt GTP | Bim-Bfl-1 | Bcl-XL Bim block | Rac1 wt modul | Cdc42 wt GTP | Bcl-B Bim block | Bcl-W Bim block
> O=C(NC1CCS(=O)(=O)C1)c1cnccn1 (stereo not given)
 : 98 | 101 | 97 | -9 | 100 | -5 | -1 | 103 | 98 | -5 | 3
> CCN(CC)C(=S)SCC(=O)Nc1ccc(F)cc1
 : 100 | 104 | 98 | -5 | 103 | -2 | 0 | 103 | 106 | -1 | -3

The whole of this part, repeating the preview:
Values run as follows: Rac1 mut GTP | Rab2 wt GTP | Rab7 wt GTP bind | Bcl-2 Bim block | HRas wt GTP | Bim-Bfl-1 | Bcl-XL Bim block | Rac1 wt modul | Cdc42 wt GTP | Bcl-B Bim block | Bcl-W Bim block
> O=C(NC1CCS(=O)(=O)C1)c1cnccn1 (stereo not given)
 : 98 | 101 | 97 | -9 | 100 | -5 | -1 | 103 | 98 | -5 | 3
> CCN(CC)C(=S)SCC(=O)Nc1ccc(F)cc1
 : 100 | 104 | 98 | -5 | 103 | -2 | 0 | 103 | 106 | -1 | -3
> O=C(Nc1ccc2nc(-c3ccccc3)[nH]c2c1)c1cccs1
 : 91 | 87 | 92 | 7 | 89 | 3 | 7 | 94 | 89 | 8 | 6
> CCOC(=O)C(NC(C)=O)C(=O)O (stereo not given)
 : 97 | 96 | 96 | 4 | 98 | 0 | -7 | 98 | 98 | -1 | 0
> CSc1ccccc1NC(=O)CN(c1cc(C)cc(C)c1)S(C)(=O)=O
 : 102 | 102 | 98 | -4 | 104 | -15 | -5 | 107 | 106 | -10 | -2
> CCOC(=O)N1CCN(C(=O)C(NC(=O)C2CCC(C)CC2)C(C)C)CC1 (stereo not given)
 : 96 | 100 | 98 | -6 | 100 | -18 | -9 | 106 | 101 | -7 | -2
> O=C(OCC(=O)N1CCc2ccccc21)c1ccccc1
 : 100 | 99 | 103 | 0 | 102 | -9 | -1 | 106 | 104 | -5 | 2
> O=S(=O)(c1ccc(Cl)cc1)N1CCN(Cc2c[nH]c3ccccc23)CC1
 : 99 | 99 | 103 | -10 | 100 | -9 | 8 | 105 | 100 | -6 | 3
> CN(C)c1cccc(C(=O)n2cc(C(=O)c3cc(F)ccc3O)cn2)c1
 : 92 | 95 | 102 | 1 | 91 | -1 | 0 | 84 | 86 | 2 | -1
> CCOC(=O)c1sc(C)c2c(=O)n(CCc3ccccc3)nnc12
 : 100 | 105 | 101 | -1 | 104 | -1 | -2 | 103 | 104 | 0 | -1
> CC(C)N1CCC(N2CCN(C3CCCC3)CC2CCO)CC1 (stereo not given)
 : 98 | 102 | 108 | 0 | 101 | -4 | 0 | 104 | 98 | -1 | -2
> Cc1cccc(C(=O)NNC(=O)c2ccc(Cl)cc2)c1O
 : 98 | 99 | 100 | -5 | 101 | -8 | -4 | 104 | 100 | -9 | 3
> CC1=NN(c2nc3ccccc3[nH]2)C(=O)/C1=C/N(C)C
 : 96 | 100 | 103 | 0 | 100 | -6 | -2 | 100 | 99 | -5 | -4
> O=c1oc2cc(O)ccc2c2oc3cc(O)ccc3c12
 : 93 | 94 | 97 | 5 | 96 | 2 | 0 | 95 | 97 | -2 | 4
> O=[N+]([O-])c1ccc(N2CCC(=NOCc3ccc(Cl)cc3)CC2)cc1
 : 92 | 94 | 98 | -4 | 95 | -9 | 0 | 97 | 94 | -3 | 2
> COc1cc2nc(=S)n3[nH]c(COc4ccccc4C)nc3c2cc1OC
 : 93 | 91 | 94 | 0 | 93 | 3 | -4 | 92 | 96 | -6 | 0
> CCOc1ccc(Cn2nnc(C(=O)Nc3cc(C)cc(C)c3)c2N)cc1
 : 98 | 99 | 98 | -8 | 101 | -6 | -3 | 102 | 100 | -8 | 0
> CCOC(=O)CCc1c(C)nc2cc(-c3ccccc3OC)[nH]n2c1=O
 : 98 | 101 | 100 | -2 | 101 | -10 | -5 | 104 | 101 | -3 | 3
> Cc1ccc(NC(=O)c2ccccc2Br)cc1S(=O)(=O)N(C)C
 : 97 | 98 | 93 | -2 | 96 | -4 | 1 | 101 | 98 | -1 | 3
> O=C(CC1S/C(=N\S(=O)(=O)c2ccccc2)N(c2ccccc2)C1=O)Nc1ccc(F)cc1 (stereo not given)
 : 100 | 98 | 101 | -6 | 98 | -3 | -11 | 103 | 99 | -11 | -5
> OCCCc1nc2ccccc2n1CCOc1ccccc1
 : 92 | 92 | 93 | -4 | 93 | -6 | -1 | 93 | 94 | -7 | 0
> CCOc1cc(NC(=S)Nc2cccc(C)c2)c(OCC)cc1NC(=O)CC(C)C
 : 102 | 102 | 97 | -2 | 101 | -7 | -3 | 106 | 104 | -8 | -10
> CC(C)(C)[C@H]1C=C(C(=O)N2CCN(Cc3ccccc3)CC2)O[C@@H](OCc2ccc(CO)cc2)C1
 : 97 | 97 | 95 | -1 | 96 | -3 | -2 | 99 | 99 | -1 | 0
> O=C1C2CCCN2C(c2ccc(F)cc2)N1c1ccc(Cl)cc1 (stereo not given)
 : 98 | 99 | 98 | -6 | 99 | -11 | -4 | 101 | 102 | -7 | 0
> O=C(Nc1ccc2nsnc2c1)N1CCCCC1
 : 101 | 101 | 99 | -5 | 100 | -3 | -15 | 103 | 102 | -1 | -3
> COCCN=c1scc(-c2ccccc2)n1/N=C/c1c[nH]c2ccccc12
 : 100 | 100 | 100 | -8 | 100 | -15 | -10 | 103 | 101 | -13 | -6
> CC(C)C(NC(=O)C1CCC(C(C)(C)C)CC1)C(=O)NCc1cccnc1 (stereo not given)
 : 93 | 97 | 99 | 0 | 99 | -9 | -4 | 96 | 94 | 4 | 2
> Cc1ccc(NC(=O)Cn2cc(S(=O)(=O)c3ccccc3)c(=O)c3cc(F)ccc32)cc1
 : 95 | 98 | 104 | 0 | 100 | -1 | -4 | 99 | 99 | -5 | -5
> Cn1c(=O)n(Cc2ccc(F)cc2)c(=O)c2c1nc1n2CCCN1C1CCCCC1
 : 102 | 103 | 102 | -4 | 103 | -6 | 3 | 105 | 104 | -6 | 4
> Cc1[nH]n(-c2ccccc2)c(=O)c1CCOC(=O)c1cccc(C(F)(F)F)c1
 : 99 | 99 | 98 | 1 | 100 | 0 | 0 | 101 | 102 | 0 | -1

Other records:
Values run as follows: Rac1 mut GTP | Rab2 wt GTP | Rab7 wt GTP bind | Bcl-2 Bim block | HRas wt GTP | Bim-Bfl-1 | Bcl-XL Bim block | Rac1 wt modul | Cdc42 wt GTP | Bcl-B Bim block | Bcl-W Bim block
> Cc1ccc2nc(NC(=O)C3=NN(c4ccccc4)C(=O)CC3)sc2c1
 : 96 | 96 | 95 | -4 | 96 | -8 | -4 | 102 | 101 | -6 | -5
> COc1cc(OC)cc(-c2nc3nc(C)c(CCC(=O)NCc4ccco4)c(C)n3n2)c1
 : 99 | 100 | 100 | 0 | 101 | -1 | -2 | 105 | 102 | 0 | -3
> Cc1ccc(N/C(=N/S(=O)(=O)c2cccs2)c2ccccc2)c(C)c1
 : 97 | 101 | 104 | -2 | 99 | -4 | -2 | 104 | 99 | -6 | -4
> Cc1ccc(C2CC(c3cccc(Cl)c3)n3nc(N)nc3N2)cc1 (stereo not given)
 : 98 | 98 | 98 | 0 | 99 | -3 | 0 | 103 | 98 | 1 | 4
> CC1CCN(C(c2ccccc2)c2nnnn2C(C)(C)C)CC1 (stereo not given)
 : 99 | 101 | 96 | -10 | 100 | -16 | -7 | 105 | 102 | -5 | -3
> CCOC(=O)C1CCCN(c2nc3ccccc3nc2C(C#N)C(=O)OCC)C1 (stereo not given)
 : 97 | 104 | 106 | 1 | 105 | -1 | -1 | 103 | 104 | -4 | 0
> CC1C(=O)C(C)C(c2ccc3c(c2)OCO3)NC1c1ccc2c(c1)OCO2 (stereo not given)
 : 97 | 99 | 98 | 0 | 101 | 0 | -1 | 102 | 103 | 1 | 0
> Cc1[nH]c2ccc(-c3n[nH]c(=S)n3-c3ccc(Br)cc3)cc2c1C
 : 93 | 94 | 94 | 0 | 92 | -3 | 0 | 97 | 93 | -6 | -1
> CN(Cc1nc(Cc2ccccc2F)no1)[C@@H]1CS(=O)(=O)C[C@H]1O
 : 99 | 98 | 98 | -1 | 100 | -3 | -1 | 99 | 100 | -10 | -1
> COc1cccc2cc(C(C)N(CCCN3CCOCC3)C(=S)Nc3cc(C)cc(C)c3)oc12 (stereo not given)
 : 93 | 99 | 99 | 4 | 95 | 5 | -7 | 98 | 91 | -2 | -6
> COc1ccccc1NC(CC(=O)c1ccccc1)C(=O)OCC(=O)c1ccc(C)cc1 (stereo not given)
 : 98 | 98 | 99 | -16 | 98 | -4 | -19 | 101 | 102 | -32 | -13
> c1ccc(-n2c(-c3ccncc3)nnc2-c2cccs2)cc1
 : 98 | 97 | 96 | 3 | 97 | -11 | 0 | 100 | 103 | -1 | 4
> CCCCC(=O)Nc1ccc(C(=O)NNC(=O)CCc2ccccc2)cc1
 : ? | ? | ? | -7 | ? | 0 | -2 | ? | ? | 0 | -4
> COC(=O)c1ccc(NC(=S)N2CCN(Cc3ccccc3Cl)CC2)cc1
 : 100 | 104 | 103 | 3 | 104 | 4 | 1 | 103 | 108 | -2 | -4
> CCOC(=O)c1oc2ccccc2c1NC(=O)c1ccc(S(=O)(=O)N(C)C)cc1
 : 102 | 106 | 99 | -3 | 105 | -1 | -1 | 102 | 106 | -1 | -2
> Cc1ccccc1CC1(CO)CCCN(C(=O)c2cc(-c3ccccc3)no2)C1 (stereo not given)
 : 96 | 99 | 105 | -1 | 99 | -7 | -4 | 97 | 98 | -6 | 1
> COC(=O)CSc1nc(-c2ccccc2)nc2ccc(F)cc12
 : 100 | 99 | 98 | -11 | 101 | -7 | -4 | 103 | 100 | -8 | 0
> COc1ccc(CCNC(=O)CSc2nnc(-c3ccc(F)cc3)c3ccccc23)cc1OC
 : 98 | 97 | 101 | -3 | 98 | 0 | -5 | 103 | 96 | -4 | -3
> CCCCc1cc(=O)oc2c(CN3CCCC3)c(O)c(Cl)cc12
 : 101 | 100 | 101 | 0 | 103 | 0 | 0 | 104 | 104 | 0 | 0
> COC(=O)C1=C(C)N=c2s/c(=C/c3cccs3)c(=O)n2C1c1cccs1 (stereo not given)
 : 100 | 103 | 103 | 0 | 104 | -1 | -2 | 102 | 104 | -4 | -1
> CC(=O)N/C(=C\c1ccc(F)cc1)C(=O)NC(Cc1c[nH]c2ccccc12)C(=O)O (stereo not given)
 : 100 | 100 | 97 | 0 | 100 | 0 | -4 | 107 | 107 | -2 | -3
> CCC(=O)Nc1ccc(Oc2ccc(NC(=O)CC)c(NC(=O)CC)c2)cc1
 : 95 | 106 | 106 | -3 | 98 | -4 | 0 | 100 | 99 | -3 | 1
> O=C(CSc1nc2c(sc3ccccc32)c(=O)n1CCCN1CCOCC1)NCC1CCCO1 (stereo not given)
 : 101 | 94 | 93 | -4 | 98 | -6 | -4 | 100 | 99 | -3 | -1
> COc1ccc(NC(=O)C/C(C)=N/NC(=O)c2ccncc2)c([N+](=O)[O-])c1
 : 98 | 96 | 97 | 4 | 97 | 2 | -2 | 101 | 98 | -5 | 0
